mHTT-CaM PPI inh: inhibitors of human mutant huntingtin-calmodulin interaction. P42858. AlphaScreen His-mHTT/GST-CaM binding, luminescence. inhibition, % at 15 µM. 190,000 tested, 3.6% active;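 note: 0% = both proteins with DMSO and 100% = one protein alone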
Pf apPOL inh: Pf-apPOL DNA polymerase inhibition; 210,000 tested, 0.25% active; inhibition, % at 10 µM; AID 1794808; Recombinant Pf-apPOL, molecular beacon fluorescence, 1.5 h
Starred values were filed as active, the others as inactive; / = not tested or not shown. Cut-off read from the data, not from the text of the source: active = inhibition above about 50%; inactive = the rest.

Values run as follows: mHTT-CaM PPI inh, Pf apPOL inh
> O=C(CCS(=O)(=O)c1ccc(Br)cc1)Nc1c(F)cccc1F
    1, 0
> O=C1OC(c2ccccc2)=N/C1=C/c1ccc(Cl)c(Cl)c1
    10, -4
> CCOc1ccc(NC(=O)C2CCCN(c3nnc4ccccn34)C2)cc1 (centres undefined)
    5, -4
> CC1(C)Cc2c(sc3nc(SCC#N)n(-c4ccccc4)c(=O)c23)CO1
    3, 4
> COc1ccc(C(=O)Nc2cccc3nsnc23)cc1OC
    -13, -2
> Cc1c(NC(=O)CSc2nnnn2-c2ccc(C(=O)O)cc2)c(=O)n(-c2ccccc2)n1C
    -7, -2
> COc1cccc(CC(=O)N2CCC(c3noc(-c4ccccc4)n3)CC2)c1
    -1, 0
> CC(C)(C)C1CCC2(CC1)NC(=O)N(CC(=O)Nc1ccc3c(c1)OCCO3)C2=O (centres undefined)
    7, 0
> O=C(NCc1ccccc1Cl)C1CCn2c(nc3ccccc32)C1 (centres undefined)
    -3, -6
> NC(=O)c1c(NC(=O)COc2ccc([N+](=O)[O-])cc2)sc2c1CCCC2
    -12, -2
> Cc1ccc(N2C(=O)Nc3ccc(Br)cc3C2(O)C(=O)NC2CC2)cc1C (centres undefined)
    -2, -6
> Cc1cc(NC(=O)Cn2cnc(-c3cccs3)cc2=O)no1
    -4, -7
> CCNC(=O)C1=CCN(C(=O)c2ccc(C)cc2C)CC1
    3, 1
> O=C(NCc1ccc(F)cc1)N1CCCC1c1nc(-c2ccc(F)cc2F)no1 (centres undefined)
    5, 1
> CSc1ccc(N2CC(c3nnc(NC(=O)c4cccc(Cl)c4)o3)CC2=O)cc1 (centres undefined)
    53*, -1
> Cn1cc(CCC(=O)NCc2ccco2)c2ccccc21
    3, -12
> CN(C)C=C1C(=O)CC(c2ccc(Cl)cc2)CC1=O (centres undefined)
    /, 8
> O=C(CSC1=Nc2ccccc2C2=NC(c3ccccc3)C(=O)N12)NCc1ccccc1Cl (centres undefined)
    7, -4
> CCN=C1S/C(=C\c2ccc(-c3ccc(Cl)c([N+](=O)[O-])c3)o2)C(=O)N1CC
    -1, -7
> N#Cc1cccnc1NNC(=O)CCC(=O)O
    /, 2
> COc1ccc(C)cc1NC(=O)c1cc(S(=O)(=O)NCc2ccccc2)ccc1F
    11, 38
> Cc1ccc(/C=C2\C(=O)Nc3ccc(Br)cc32)o1
    75*, 0
> CS(=O)(=O)N1CCN(C(=O)Cc2noc3ccccc23)CC1
    -18, -5
> COc1cccc(C=C2Oc3cc(OC(=O)C4CC4)ccc3C2=O)c1OC
    -6, -10
> Cn1c(=O)c(-c2nc(C(C)(C)C)cs2)cn(-c2ccccc2)c1=O
    /, -4
> COc1cccc(NC(=O)NCc2ccsc2)c1OC
    -6, -2
> COc1ccccc1C(=O)N1CCC2(CC1)NC(=O)c1cc(F)ccc1N2C
    4, 1
> O=C(c1ccccc1F)N1CCC2(C1)NCc1ccccc1NC2=NC1CCCC1 (centres undefined)
    18, -4
> O=C(NCCc1ccccc1)C1CN(S(=O)(=O)c2cccnc2)CC12CCCCC2 (centres undefined)
    9, -2
> COc1ccccc1C1CN(C(C)=O)CC1C(=O)NC1CC1 (centres undefined)
    4, -2
> COCCC1CCN(C(=O)COc2ccc(C)cc2)CC1
    2, -1
> CN1C(=C2C(=O)CC(C)(C)CC2=O)Sc2ccccc21
    -3, 3
> CCOC(=O)C1=C(C)NC(=O)NC1c1cc(Br)c(O)c(OC)c1 (centres undefined)
    4, -4
> CC1=CCC2C(=O)N(c3ccc(OCC(=O)c4ccc(F)cc4)cc3)C(=O)C2C1 (centres undefined)
    4, 8
> O=C(c1cc2ccccc2[nH]1)N1CCCC2(C1)NC(=O)N(Cc1ccccc1)C2=O (centres undefined)
    16, 2
> CC(=O)n1cc(/C=c2\sc3nc4cc(C)c(C)cc4n3c2=O)c(-c2ccccc2)n1
    -6, -8
> COc1cc(NS(=O)(=O)c2ccc(NC(=O)c3ccc(C(C)=O)cc3)cc2)nc(OC)n1
    3, -4
> CCc1c(C)c(C#N)c2nc3ccccc3n2c1N1CCN(c2ccccc2)CC1
    -2, 11
> O=S(=O)(Nc1ccccn1)c1ccc(N=Cc2c(Cl)cccc2Cl)cc1
    0, 8
> Cc1nn(C)c2[nH]c(C(F)(F)F)cc(=O)c12
    /, -4
> O=C(NC(=O)c1ccc(F)cc1F)Nc1ccc(Cl)cc1
    /, -4
> O=C(Nc1ccc(Oc2ccc(Cl)cc2)c(C(F)(F)F)c1)c1cccnc1
    48, -3
> COc1ccc(C(=O)NCc2ccc(Cl)c(Cl)c2)c(OC)c1
    30, -1
> COc1ccc(N2CCN(CC(=O)Nc3nc(-c4ccccc4)cs3)CC2)cc1
    4, -2
> CCC(=O)N1CCN(c2nc3c(s2)CC(C(=O)NCc2ccccn2)CC3)CC1 (centres undefined)
    10, -9
> CCN1C(=O)c2cccnc2Sc2cc(NC(=O)c3ccc(F)c(F)c3)ccc21
    5, -2
> N#Cc1c(SCC(=O)C23CC4CC(CC(C4)C2)C3)sc2c(=O)[nH]c(=O)[nH]c12
    23, /
> COc1ccc(Cl)cc1CN1CCN(c2ccc(N3C(=O)CCCC3=O)cc2[N+](=O)[O-])CC1
    73*, -24
> COc1ccc(S(=O)(=O)n2c(C)nc3ccccc32)cc1OC
    8, -7
> COc1ccc(C(=O)NNS(=O)(=O)c2cn(C)cn2)cc1OC1CCCC1
    /, -13
> CCOc1ccc(NC(=O)c2ccccc2NC(=O)c2ccccc2Cl)cc1
    2, -8
> O=C(CC(c1ccccc1)c1ccccc1)NCC1CCN(S(=O)(=O)C2CC2)CC1
    7, -6
> O=C(C1CCC1)N1CCCCC1CCN1CCCC1 (centres undefined)
    3, -3
> O=S(=O)(Nc1ccccn1)c1ccc(N=Cc2cccc(Br)c2)cc1
    -2, -3
> Cc1c(C2CCN(C(=O)c3ccnn3C)CC2)noc1N
    7, -2
> COc1cc(OC)c(OC)cc1CN1CCN(c2cccc(C)c2C)CC1
    27, 1
> CN(C)c1ccc(C2N(c3ccc(Cl)c(Cl)c3)C(=O)C3CCCN32)cc1 (centres undefined)
    -1, -2
> CCC1CCCCN1CCCNC(=O)Cn1cc2c(n1)CCCC2 (centres undefined)
    4, -5
> COc1ccc(C2C(C#N)=C(N)OC(C)=C2C(=O)OC(C)(C)C)cc1 (centres undefined)
    4, 0
> CC(C)n1cnc2cc(CNC(=O)c3ccnn3C)ccc21
    -5, 3

Fetched one by one from the list above:
Values run as follows: mHTT-CaM PPI inh, Pf apPOL inh
> O=C(NC(=O)c1ccc(F)cc1F)Nc1ccc(Cl)cc1
    /, -4
> COc1cc(OC)c(OC)cc1CN1CCN(c2cccc(C)c2C)CC1
    27, 1
> CN1C(=C2C(=O)CC(C)(C)CC2=O)Sc2ccccc21
    -3, 3
> CCN=C1S/C(=C\c2ccc(-c3ccc(Cl)c([N+](=O)[O-])c3)o2)C(=O)N1CC
    -1, -7

More results:
Values run as follows: mHTT-CaM PPI inh, Pf apPOL inh
> Cn1nccc1-c1nc(-c2ccc(Oc3ccc(F)cc3)cc2)no1
    -63, -2
> CCn1c(=N)c(C(=O)NC2CCCCC2)cc2c(=O)n3ccccc3nc21
    0, -9
> CCOC(=O)N1CCN(S(=O)(=O)c2ccc(C(=O)Nc3cc(C)on3)cc2)CC1
    -4, 0
> Cc1cc2c(=O)n(CC(=O)Nc3cccc(C(F)(F)F)c3)cnc2s1
    -11, -1
> Cc1cccc(C)c1OCC(=O)Nc1ccc(-c2nnc(-c3ccco3)o2)cc1
    -4, -9
> O=C(CCc1nnc(-c2cccc(Cl)c2)[nH]c1=O)NC1CC1
    -1, -1
> N#CCOc1ccc(Br)cc1
    /, -18
> O=S(=O)(Nc1cc(Br)c(O)c(Br)c1)c1ccc(Cl)cc1
    12, -1
> Cn1nc(-c2nc(-c3ccc(F)cc3)no2)c2c1CCN(C(=O)NC1CCCC1)C2
    8, 0
> O=C(O)C#CCN1C(=O)c2ccccc2C1=O
    -6, 4
> Cc1ccc(COc2ccc3c4c(c(=O)oc3c2)CCC4)cc1
    -9, 10
> O=C(NCC1CCCO1)c1cn(-c2ccc(F)cc2F)c(=O)c2ccccc12 (centres undefined)
    -4, -1
> CCOc1ccc(-n2c(SCC(=O)Nc3cccc(C)c3C)nc3c(c2=O)SCC3)cc1
    -3, 6
> Cc1cc2n(n1)CCC(=O)N2CCCC(=O)NC(C)c1ccccc1 (centres undefined)
    2, -5
> Cc1ccc(-c2nc3ccc(NCc4cccs4)cc3o2)cc1
    -9, -5
> O=C(CS(=O)(=O)c1cn(Cc2ccc(F)cc2)c2ccccc12)Nc1nccs1
    25, -3
> COc1ccc(OC)c(NC(=O)COc2c(C)cc(Cl)cc2Cl)c1
    -8, -5
> CC(C)CN1CCN(C(=O)C2CCCN(c3cnn(Cc4ccccc4)c(=O)c3)C2)CC1 (centres undefined)
    12, -4
> O=c1c2c3c(sc2nc2ccc(NCc4ccco4)nn12)CCCC3
    79*, -3
> Cc1ccccc1Nc1nccc(C2CCCN(C(=O)C3CCC3)C2)n1 (centres undefined)
    13, -2
> O=C(NC1CCCC1)N1CCCCC1c1nncn1-c1ccccc1 (centres undefined)
    -4, -2
> CN(C)CCCNC(=O)C12CC3CC(CC(C3)C1)C2
    -5, /
> COc1ccc(OC)c(NC(=O)CN2C(=O)NC3(CCCCC3)C2=O)c1
    13, -1
> CC1=C(C(=O)Nc2ccccc2I)C2(CCCCC2)OC1=O
    -7, -4
> COc1ccccc1-c1nc(C2CCCN(C(=O)c3ccnn3C)C2)no1 (centres undefined)
    10, -1
> CCCNC(=O)c1ccc2c(c1)nnn2C
    -2, -3
> CCN1CCN(C(=O)C(C)C2CCN(S(=O)(=O)c3c(C)noc3C)CC2)CC1 (centres undefined)
    -9, -2
> COc1ccc(CNC(=O)C2(C)CCCN(S(=O)(=O)c3ccccc3F)C2)cc1 (centres undefined)
    -3, 0
> Cc1csc(C(=O)Nc2ccc(CC(=O)N3CCC(O)CC3)cc2)c1
    -8, -6
> CC12CC3CC(C)(C1)CC(C(=O)N1CCCCC1)(C3)C2
    -10, 0
> CCN(CC)CCNC(=O)C1CCNCC1
    2, 1
> CC(O)c1cccc(NC(=O)c2cnn3c2NC(c2ccco2)CC3C(F)(F)F)c1 (centres undefined)
    11, 4
> COc1ccc2cnn(-c3nc4ccccc4[nH]3)c(=O)c2c1OC
    -2, -2
> COc1ccc(NC(=O)N2CCN(CCNC(=O)C(=O)Nc3ccc(Cl)cc3)CC2)cc1
    -3, -4
> O=C(NCc1c(F)cccc1F)c1csc(-c2cnccn2)n1
    -14, 0
> Cc1ccc(Cl)cc1S(=O)(=O)NCC(=O)N1CCOC(c2ccccc2)C1 (centres undefined)
    -10, -2
> CCOc1ccccc1C(=O)N1CCN(c2nc(CN3CCOCC3)cs2)CC1
    17, -2
> Cc1cc2nsnc2c([N+](=O)[O-])c1C
    1, -1
> CCCCOc1ccc(NC(=O)c2ccc(F)cc2)cc1
    0, -1
> COc1cc(/C=C(\C#N)c2nc3ccccc3s2)cc(OC)c1OC
    3, 2
> N#Cc1c(N)nc2c(c1-c1ccc([N+](=O)[O-])cc1)CCC2
    24, -4
> CCCC(=O)NC(Cc1ccccc1)c1nnc(N2CCCC2)o1 (centres undefined)
    -2, -1
> CCSc1sc(CC)cc1C(C)=O
    -12, /
> CC(C)N1CCN(C2=Nc3ccccc3Oc3ccc(NC(=O)C4CC4)cc32)CC1
    15, -3
> CC(=O)Nc1nonc1N1C(=N)SCC1=O
    -9, /
> O=c1c(-c2ccccc2)coc2c3c(ccc12)OCN(c1ccc(CCO)cc1)C3
    32, -2
> CC(C)c1ccc(S(=O)(=O)N2CCC3(CC2)NCCN=C3NC2CCCC2)cc1
    -3, -4
> COc1ccc(C(=O)N2CCN(c3ccc([N+](=O)[O-])c(NC4CC4)c3)CC2)cc1
    35, -7
> CN(CC(=O)NCc1ccccn1)S(=O)(=O)c1ccc(Br)cc1
    12, -5
> CCOc1ccc(C(=O)CC2c3c(cc4c(c3OC)OCO4)CCN2C)cc1 (centres undefined)
    1, -13
> CCCNc1cc(N2CCC(CCC(=O)N3CCN(S(C)(=O)=O)CC3)CC2)ncn1
    9, 0
> CCCNc1cc(N2CCC(CCC(=O)NCC3CC3)CC2)ncn1
    0, -1
> COc1cccc(C(CC(=O)N2CCCC2)c2cnc3n2C(C)CCC3)c1 (centres undefined)
    -1, -5
> COc1ccc(C(=O)NC(N2CCOCC2)C(Cl)(Cl)Cl)cc1 (centres undefined)
    -1, 0
> COc1ccc(OC)c(Nc2nc(-c3ccccc3O)nc3ccccc23)c1
    -6, -1
> CCOC(=O)N1CCc2nn(CC(=O)Nc3ccc(OC)cc3)c(=O)cc2C1
    0, -7
> Cc1nc(-c2cccs2)sc1-c1ccnc(SCC(=O)Nc2ccc(C(C)C)cc2)n1
    /, 4
> Cc1ccc(SCC(=O)N2CCC(C(N)=O)CC2)cc1
    0, -5
> O=S1(=O)C=C(Sc2cccc3cccnc23)c2ccccc21
    68*, 6
> Cc1noc(C)c1C(=O)Sc1nccc(C(F)(F)F)n1
    /, -12

Complete entries as entered above. Order of values: mHTT-CaM PPI inh	Pf apPOL inh
Cc1noc(C)c1C(=O)Sc1nccc(C(F)(F)F)n1 as listed: /	-12
O=c1c(-c2ccccc2)coc2c3c(ccc12)OCN(c1ccc(CCO)cc1)C3 as listed: 32	-2
COc1cccc(C(CC(=O)N2CCCC2)c2cnc3n2C(C)CCC3)c1 (centres undefined) as listed: -1	-5
O=S1(=O)C=C(Sc2cccc3cccnc23)c2ccccc21 as listed: 68*	6

Continuation:
Values run as follows: mHTT-CaM PPI inh, Pf apPOL inh
> COc1ccc(-c2nc3scc(CCNS(=O)(=O)N(C)C)n3n2)cc1
    -13, -5
> CN1CCN(c2nc(NCCOC34CC5CC(CC(C5)C3)C4)nc(OCC(F)(F)F)n2)CC1
    -4, 2
> CCN(CC)CCOC(=O)c1ccc(NC(=O)c2noc3c2CCCCC3)cc1
    8, -2
> NC1=NC(=O)C2(COC(c3cccnc3)OC2)S1 (centres undefined)
    -1, 0

From PubChem
